# Assay outcomes as filed in PubChem BioAssay.
# proCasp3 act – activators of human procaspase-3 D3A mutant, primary screen, biochemical, absorbance, PC-3 D3A mutant, single concentration. actives 0.11% (n = 330,000). activation, % at 8.5 µM. AID 463141, 2010. recombinant procaspase-3 D3A, Ac-DEVD-pNA absorbance 405 nm. Caspase-3 (Homo sapiens), P42574;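 active = activation above the mean of all tested compounds plus 3 SD, cut at about 21% in these data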;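 also: 0% = DMSO alone and 100% = DMSO wells spiked with extra 5 µM PC-3 D3A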
#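 Compound: 8.5 µM single point, 0.8% DMSO / Material: Autoprocessing-dead procaspase-3 D3A mutant enzyme / Timing: 1 h preincubation plus 2 h reaction at 25 °C / Medium: Zinc-free HEPES/NaCl buffer with 0.01% Triton X-100 at pH 7.4 / Technique: 405 nm absorbance of p-nitroaniline, reads at 0 and 120 min / Repeats: one well per compound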
# GASC-1 inh – inhibitors of GASC-1 histone demethylase, primary screen, biochemical, fluorescence, DELFIA europium. Lysine-specific demethylase 4C (Homo sapiens), Q9H3R0. inhibition, % at 2.35 µM. actives 0.069% (n = 330,000). GST-JMJD2C(1-420) H3K9me3 demethylation;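 active = more than half of a compound's replicate wells show inhibition beyond 50%, single wells judged on their own value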;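 also: signal counts dimethyl H3K9 product captured on neutravidin plate; 0% = median of DMSO wells and 100% = 0.3 times that DMSO median; strong numbers were not always called active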
# VLA-4 inh – inhibition in human VLA-4 binding assay, primary screen, VLA-4 allosteric modulator project, MLPCN library, flow cytometry, VLA-4 expressing cells; Integrin alpha-4 (Homo sapiens), P13612; inhibition, % (about 7 µM as worked out from the volumes in the protocol); actives 0.2% (n = 330,000); ligand binding flow cytometry; in the data active = inhibition above about 50%
# procasp7 counter – procaspase-7 activators, primary screen, counter-screen for procaspase-3 activator project, biochemical, absorbance, HTS, human. activation, % at 8.5 µM. Caspase-7 (Homo sapiens), P55210. actives 0.093% (n = 330,000). AID 463210, 2010. recombinant procaspase-7, Ac-DEVD-pNA absorbance 405 nm; D23A/D198A/D206A triple mutant, cannot self-cleave; scale: DMSO 0, 5 µM enzyme 100;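 active = percent activation above the screen-wide mean plus 3 SD, cut at about 25% in these data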
# Target sequence (P55210 whole entry D23A/D198A/D206A): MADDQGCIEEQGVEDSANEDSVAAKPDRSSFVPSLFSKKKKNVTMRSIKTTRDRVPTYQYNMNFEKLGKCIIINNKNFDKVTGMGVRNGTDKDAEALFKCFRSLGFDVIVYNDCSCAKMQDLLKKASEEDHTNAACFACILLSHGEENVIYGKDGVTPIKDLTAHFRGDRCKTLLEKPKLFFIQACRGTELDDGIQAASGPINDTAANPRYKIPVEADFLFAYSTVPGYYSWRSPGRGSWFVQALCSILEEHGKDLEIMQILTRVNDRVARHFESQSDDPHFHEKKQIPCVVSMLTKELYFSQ
#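 Test system: Procaspase-7 triple mutant (PC-7 D3A). Also added: Ac-DEVD-pNA substrate, 400 µM as added. Schedule: 1 h enzyme–compound preincubation and 2 h substrate reaction, both 25 °C. Signal: p-Nitroaniline absorbance at 405 nm, read at 0 and 120 min. Control set: low DMSO alone, high DMSO plus 5 µM PC-7.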
# PP5 primary – PP5 phosphatase inhibitors, primary screen, biochemical, fluorescence | AID 1987, 2009 | inhibition, % at 6.7 µM | actives 0.18% (n = 320,000) | purified PP5c, OMFP substrate fluorescence | Serine/threonine-protein phosphatase 5 (Homo sapiens), P53041;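 active = inhibition above the campaign's mean inhibition across all tested compounds plus 3 SD, cut at about 9.5% in these data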;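 also: 0% = DMSO only and 100% = 100 µM cantharidin control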
# CTSL1 counter – Fasciola hepatica cathepsin L1 inhibitors, primary screen, counter-screen for PFM18AAP inhibitor project, biochemical, QFRET, fluorogenic peptide substrate. recombinant F. hepatica cathepsin L1, Z-Leu-Arg-MCA fluorescence. inhibition, % at 5.96 µM. actives 0.49% (n = 300,000). AID 1906, 2009;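 active = inhibition above the mean of all tested compounds plus 3 SD, set per screening campaign, cut at about 17% in these data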;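 also: 0% = plate median of test compound wells and 100% = 1 µM Z-Phe-Ala-diazomethylketone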
# PP1 counter – PP1-alpha phosphatase inhibitors, primary screen, counter-screen for PP5 inhibitor project, biochemical, fluorescence, OMFP substrate, single point; AID 2235, 2010; Serine/threonine-protein phosphatase PP1-alpha catalytic subunit (Homo sapiens), P62136; purified PP1alpha; actives 0.9% (n = 320,000); inhibition, % at 6.7 µM;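 active = inhibition above the mean inhibition of all tested compounds plus 3 SD, computed separately for each screening campaign, cut at about 15% in these data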
# GRK2 inh – compounds blocking aptamer binding on GRK2 – biochemical, human GRK2, bead flow cytometry, HTS, primary screen; FAM-aptamer displacement from GRK2; actives 0.59% (n = 330,000); inhibition of aptamer binding, % at 10 µM; Beta-adrenergic receptor kinase 1 (Homo sapiens), P25098;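 active = inhibition of aptamer binding above 40%, roughly 3 SD of noise, on plates passing a quality check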;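 also: median bead fluorescence of bound FAM aptamer so fluorescent compounds give negative values; no value below 0 was filed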
# Target sequence (P25098 whole entry, looked up): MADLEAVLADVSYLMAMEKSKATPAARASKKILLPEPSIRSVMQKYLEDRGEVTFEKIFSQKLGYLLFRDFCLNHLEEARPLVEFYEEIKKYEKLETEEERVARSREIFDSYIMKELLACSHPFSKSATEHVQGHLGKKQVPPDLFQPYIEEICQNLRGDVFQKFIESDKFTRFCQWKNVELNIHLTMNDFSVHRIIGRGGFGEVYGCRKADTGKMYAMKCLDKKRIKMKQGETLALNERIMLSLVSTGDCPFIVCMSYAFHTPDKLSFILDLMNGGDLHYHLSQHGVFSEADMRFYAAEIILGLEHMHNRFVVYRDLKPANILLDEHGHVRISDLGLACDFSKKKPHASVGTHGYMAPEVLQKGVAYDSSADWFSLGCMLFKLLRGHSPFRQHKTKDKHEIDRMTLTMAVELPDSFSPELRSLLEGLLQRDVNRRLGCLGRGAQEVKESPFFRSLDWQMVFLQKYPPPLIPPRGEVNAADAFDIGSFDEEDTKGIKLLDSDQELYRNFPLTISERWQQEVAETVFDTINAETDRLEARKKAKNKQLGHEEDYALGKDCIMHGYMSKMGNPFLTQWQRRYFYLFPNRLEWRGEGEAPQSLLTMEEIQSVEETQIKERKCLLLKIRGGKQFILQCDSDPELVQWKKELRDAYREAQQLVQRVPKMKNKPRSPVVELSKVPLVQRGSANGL
# HCV core dimer – inhibitors of HCV core protein dimerization, primary screen, biochemical, TR-FRET, high-throughput; TR-FRET GST/Flag-core106 dimerization, 1536-well; AID 1899, 2009; actives 0.33% (n = 300,000); inhibition, % at 5 µM;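 active = inhibition above the mean of all tested compounds plus 3 SD, set per screening campaign, cut at about 45% in these data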
#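 Assay system: GST-tagged and Flag-tagged HCV core protein residues 1-106 / Times: compound-protein-antibody incubation 4 h at 22.5 °C / Signal: time-resolved FRET, ex 340 nm, em 617 and 671 nm / Evaluation: % inhibition based on acceptor/donor emission ratio / Benchmarks: wells lacking GST-core106 and wells with excess unlabelled core106 / Repeats: singlicate, one well per compound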
# Starred values were filed as active, the others as inactive; / = no result given.
SMILES,proCasp3 act,GASC-1 inh,VLA-4 inh,procasp7 counter,PP5 primary,CTSL1 counter,PP1 counter,GRK2 inh,HCV core dimer
O=C(CCc1ccccn1)NC1CCCc2c1cnn2-c1ccc(F)cc1F (configuration not stated),6.1,2.8,-3.4,9.3,0.6,1.4,-1.8,2.0,-3.0
CCC1CCCCN1CC(O)Cn1c2ccccc2n2c(=O)cc(C)c(C#N)c12 (configuration not stated),-0.3,7.8,23.9,-0.2,-0.1,0.9,3.3,0.0,3.8
O=C(O)Cc1ccc(OCc2ccc(Cl)nc2)cc1,3.7,14.7,7.2,3.2,2.3,-2.3,-1.9,4.0,-3.5
COc1ccccc1C(=O)NC(CCSC)C(=O)OCC(=O)N1CCCC1=O (configuration not stated),5.4,6.4,-11.0,9.8,2.1,/,-1.5,5.0,/
O=C(NC1CCCCCC1)c1cc(S(=O)(=O)N2CCOCC2)ccc1N1CCCCC1,0.3,2.6,-6.6,3.8,2.9,-1.8,4.9,0.0,7.0
N#Cc1c(N)c(C(=O)c2ccccc2)n2ccccc12,-2.9,3.4,-3.5,1.1,0.9,3.3,-2.5,0.0,-6.0
CCOc1ccc(CCNC(=O)Cc2ccc(S(=O)(=O)N3CCOCC3)s2)cc1OCC,2.4,-21.4,-2.3,9.7,-1.0,-14.8,-0.8,2.0,4.5
COC(=O)N/N=C/c1ccc(-c2ccc(C)c(Cl)c2)o1,5.5,5.6,20.0,7.2,2.2,-0.5,0.1,0.0,-8.4
Cc1ccccc1NC(=O)N1CCc2ccccc2C1,-2.9,1.7,14.4,10.4,-2.4,-0.1,-2.0,0.0,0.9
CC1=CC(C)(C)N2C(=O)C3(SCC(=O)N3c3ccc(O)cc3)c3cc(C)cc1c32 (configuration not stated),4.9,0.5,-4.2,7.1,4.4,0.9,0.3,4.0,3.3
Cc1ccc2oc(=O)c(/C=C(\O)c3ccco3)nc2c1,-13.9,16.2,-5.0,-23.1,-0.8,2.5,0.3,0.0,-5.3
O=S(=O)(NC1CCCCC1N1CCN(c2ccc(F)cc2)CC1)c1ccc(Cl)cc1 (configuration not stated),-3.7,-4.6,2.3,4.0,1.4,6.5,-0.6,2.0,9.3
O/N=C/c1cn(-c2ccc(Cl)cc2)nn1,-9.4,-13.2,0.2,0.7,-4.5,-0.4,-1.1,0.0,4.2
C=CCNC(=S)Nc1ccc(OC)c(S(=O)(=O)N2CCOCC2)c1,0.1,29.6,4.3,6.5,-0.7,3.6,-0.7,0.0,-1.1
Cc1cc(C=O)c(C)n1-c1cc(C(=O)O)cc(C(=O)O)c1,4.9,0.7,-3.9,-4.3,2.4,3.5,2.6,0.0,-24.9
Cc1ccc(C(=O)OCC(=O)NCc2ccc(Cl)cc2Cl)o1,3.3,9.3,-1.5,0.4,1.5,/,-3.8,4.0,/
CC(C)NC(=NCc1ccc(Cl)cc1Cl)Nc1ccccc1,13.2,1.5,11.8,4.5,-0.1,-1.3,0.3,0.0,-9.3
CCOc1ccccc1/C=N/NC(=O)c1nnn(-c2nonc2N)c1CN1CCCC1,4.2,-13.2,4.8,2.1,3.5,3.0,2.5,0.0,9.3
CC(C)(C)OC(=O)N1CCC[C@H]1c1nnc(SCc2ccccc2F)o1,-1.7,-0.9,10.7,1.7,-1.1,1.5,0.0,2.0,1.0
COC(=O)CSc1nc(-c2ccc(C)cc2)c2c(c1C#N)CCCC2,-5.3,2.1,-0.5,3.5,2.0,-0.2,-1.3,2.0,20.4
Cn1c(SCC(=O)n2c3c(c4ccccc42)CCCC3)nnc1-c1ccccc1,-3.9,9.3,-9.1,-1.6,4.2,3.0,2.7,4.0,2.9
Cc1ccc(SCc2nc(-c3ccccn3)no2)cc1,3.3,5.1,-6.4,-7.1,1.4,1.1,2.5,2.0,-5.9
O=C(NC1CCCCC1)c1ccc(COCC(F)(F)F)o1,11.0,11.5,10.7,1.0,3.7,1.6,-4.6,0.0,-2.1
CCN(CC)CC(=O)N1CCCC(C(=O)c2ccccc2OC)C1 (configuration not stated),9.0,3.3,7.1,1.5,1.9,-0.4,0.6,0.0,7.1
O=C(O)c1ccccc1/C=N/NC(=S)NC1CCCCC1,-2.1,-10.2,-3.1,-4.4,1.5,3.2,-4.3,0.0,-2.6
Cc1ccc(C)c(N2N=C(C(=O)Nc3ccccc3N3CCOCC3)CCC2=O)c1,-2.7,3.1,3.7,5.4,0.4,/,-2.2,2.0,/
COc1ccc(C(=O)Nc2ccc3c(c2)OCCO3)cc1[N+](=O)[O-],7.6,9.1,-8.4,-2.3,0.4,-0.9,-0.2,0.0,-2.2
CC(=O)Nc1cccc(NC(=O)CSc2nc(=O)n(CCCN3CCOCC3)c3c2CCC3)c1,-9.3,-3.2,13.4,5.1,-1.2,0.7,-4.5,0.0,4.3
COc1cccc(C2CC(=O)N3CN(c4ccccc4F)CSC3=C2C#N)c1 (configuration not stated),-25.9,5.0,-5.8,-29.0,-5.5,7.8,8.9,5.0,18.0
CCN(Cc1cc2ccccc2[nH]c1=O)C(=O)C(C)C,2.3,-1.3,-4.6,-5.8,0.5,11.0,7.7,3.0,-1.1
COc1ccc(-c2c[n+]3c(n2-c2ccccc2)CCCCC3)cc1,-3.2,3.0,-3.6,2.5,-0.5,6.4,-0.9,0.0,-13.2
CCOC(=O)c1ccc(NC(=S)N2CCSC2c2ccc(Br)cc2)cc1 (configuration not stated),-11.2,-5.6,15.7,-24.0,2.0,-2.0,-2.1,2.0,2.9
O=[N+]([O-])c1cnccc1Nc1ccc(F)cc1,-5.1,18.2,-2.7,-4.2,3.4,1.3,-1.7,1.0,-9.8
COC(=O)c1ccc(Sc2ccccc2NS(=O)(=O)c2ccc(NC(C)=O)cc2)nc1,-4.9,1.0,0.4,-6.5,2.8,3.5,2.5,1.0,-8.5
CCOC(=O)c1ccc(S(=O)(=O)n2c(CN3CCCCC3)nc3ccccc32)cc1,3.7,4.5,-2.2,-1.4,-1.6,5.7,-2.7,0.0,-0.4
CC(Oc1ccccc1)c1nnc(N)s1 (configuration not stated),-0.2,-2.0,-0.4,4.6,0.0,-4.2,-0.9,1.0,-2.4

# A run of entries from further up, as a working copy:
SMILES,proCasp3 act,GASC-1 inh,VLA-4 inh,procasp7 counter,PP5 primary,CTSL1 counter,PP1 counter,GRK2 inh,HCV core dimer
COc1cccc(C2CC(=O)N3CN(c4ccccc4F)CSC3=C2C#N)c1 (configuration not stated),-25.9,5.0,-5.8,-29.0,-5.5,7.8,8.9,5.0,18.0
CCN(Cc1cc2ccccc2[nH]c1=O)C(=O)C(C)C,2.3,-1.3,-4.6,-5.8,0.5,11.0,7.7,3.0,-1.1
COc1ccc(-c2c[n+]3c(n2-c2ccccc2)CCCCC3)cc1,-3.2,3.0,-3.6,2.5,-0.5,6.4,-0.9,0.0,-13.2
CCOC(=O)c1ccc(NC(=S)N2CCSC2c2ccc(Br)cc2)cc1 (configuration not stated),-11.2,-5.6,15.7,-24.0,2.0,-2.0,-2.1,2.0,2.9

# Further records follow:
SMILES,proCasp3 act,GASC-1 inh,VLA-4 inh,procasp7 counter,PP5 primary,CTSL1 counter,PP1 counter,GRK2 inh,HCV core dimer
Cc1ccc(SC[C@H](Cc2ccccc2)N2CCN(CCc3ccccc3)CCC2=O)cc1,4.6,5.0,18.0,4.4,2.7,1.6,3.8,2.0,2.9
CN(C)CCOC(=O)NC12CC3CC(CC(C3)C1)C2,-5.7,-0.2,1.5,-3.2,-1.6,-4.5,-1.2,5.0,1.1
CSCCC(NC(=O)c1ccc([N+](=O)[O-])cc1Cl)C(=O)OCC(=O)N(C)C (configuration not stated),3.3,2.9,5.3,-1.9,2.0,-3.5,0.8,0.0,-3.4
Fc1ccc(-c2nc3c(-c4ccccc4)cnn3cc2CCN2CCOCC2)cc1,-7.6,0.2,-4.2,10.3,2.2,3.1,-1.7,0.0,2.8
COc1ccc(CCNC(=O)Cn2c(=O)n(CC3CCCO3)c(=O)c3ccccc32)cc1OC (configuration not stated),-4.8,3.6,1.4,3.6,0.8,-0.7,1.4,0.0,-2.9
O=S(=O)(Nc1nc2ccccc2nc1N1CCN(CCO)CC1)c1cc(F)ccc1F,0.1,0.3,13.7,-0.5,-3.0,/,-1.9,0.0,/
CC(C)(C)OC(=O)N1Cc2ccccc2C[C@H]1C(=O)O,-7.8,-5.2,-14.2,3.4,1.9,1.6,-1.3,1.0,-7.5
Cc1nn(-c2ccccc2)c(C)c1C1C(C#N)=C(N)Oc2n[nH]c(C)c21 (configuration not stated),2.0,-1.9,-4.6,3.5,3.3,-2.2,-10.2,0.0,-6.2
CC(C)CSc1nnc2c3ccccc3n(C)c2n1,7.2,8.5,10.9,11.6,-2.2,-0.8,2.2,1.0,11.1
FC(F)(F)COc1ccc(-c2nnc(SCc3c(Cl)cccc3Cl)o2)cn1,1.8,-4.2,4.7,4.8,-0.3,-0.2,-3.5,1.0,1.9
COc1cc(CCCN2CCNC[C@@H]2Cc2ccc(O)cc2)cc(OC)c1OC,5.4,1.7,0.6,9.0,0.4,-1.3,0.8,0.0,10.0
CCOC(=O)COc1c(OC)cc(Cl)cc1C1Nc2ccccc2C(=O)N1c1ccccc1 (configuration not stated),-0.8,6.6,5.2,1.7,2.4,1.4,1.5,3.0,15.1
COc1ccccc1-n1ccn(CC(=O)Nc2ccc(C)cc2Cl)c(=O)c1=O,-6.2,-1.0,4.7,-6.0,0.7,1.3,0.4,2.0,-0.1
CC(C)(C)c1ccc(C(=O)Cn2nc(C(=O)O)c3ccccc3c2=O)cc1,-0.4,5.6,-33.3,-2.4,-0.3,2.0,13.6,0.0,14.1
O=C(COc1ccccc1[N+](=O)[O-])N/N=C/c1ccc[nH]1,-7.4,-2.3,-6.8,9.1,-0.7,-1.4,-4.3,1.0,1.3
Cc1nc(SCC(=O)c2ccccc2)[nH]c(=O)c1Oc1ccc(Cl)cc1,-0.3,-5.8,-0.6,13.5,-3.0,0.0,2.7,2.0,10.1
c1ccc(CCNc2nc3ccccc3n3nnnc23)cc1,-9.7,-8.5,-8.5,3.1,3.2,-3.8,0.6,1.0,-22.6
COc1cccc(CNC(=O)Cn2ncn3cccc3c2=O)c1OC,6.4,-3.1,13.0,5.2,-0.8,-0.7,3.0,0.0,-5.8

# No enrichment for hits; 2.6% or so of the library scored in one or more.
